Source: PubChem
IDH1 R132H inh = inhibitors of human mutant IDH1 R132H; O75874; IDH1-R132H enzyme, NADPH consumption, diaphorase/resazurin fluorescence; Potency, µM (doses to about 76.6 µM), inactives show at the top dose activity change, negative = inhibition, usual class: inhibitors; 0.093% of 390,000 active; AID 602179; further: potency means the concentration at half of the fitted maximal effect; on the % scale 0 is the no-effect control and ±100 the full control effect; nearly all actives have a fitted effect of over 65% in size
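IDH1-R132H (0.5 ug/mL dispensed) in pH 7.5 Tris buffer was preincubated 30 min with compound, then given a substrate mix of 0.016 mM NADPH and 2 mM alpha-KG for 80 min at room temperature; remaining NADPH was read by diaphorase/resazurin fluorescence.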
PI4K2A inh = blocks human PI4K2A kinase activity. Q9BTU6. purified PI4K2A, ADP-Glo luminescence, 1 h; hits give low values. activity change, negative = inhibition, % at 76.9 µM. 0.13% of 420,000 active; in the data active means activity change below about -50%; inconclusive means mostly about -30% to -49%;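 further: -100% = wells without enzyme as full effect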
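PI4K2A activity was measured by ADP-Glo luminescence: enzyme (4 ug/mL stock) and phosphatidylinositol (1.2 mM stock) in Tris pH 7.5/MgCl2/EGTA/Triton X-100 buffer were reacted with ATP (300 microM stock) for one hour at ambient temperature.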
RXFP1 ag = agonists of human relaxin receptor RXFP1; Q9HBX9; HEK293T-RXFP1 cAMP TR-FRET, 30 min; response scale: percent of porcine relaxin response, buffer zero; Potency, µM (highest dose often 57.5 µM), without a hit: at the highest dose activation, most hits filed as activators; 0.3% of 370,000 active; AID 2676; further: potency means the concentration at half of the fitted maximal effect; on the % scale 0 is the no-effect control and ±100 the full control effect; nearly all actives have a fitted effect of over 60% in size; many of its hits are not listed in these tables
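Agonist response is measured as cAMP accumulation in an RXFP1-transfected HEK293T line under PDE4 inhibition. Values are scaled between buffer-only and 29 nM porcine relaxin, and EC50s come from standard Hill equation fits.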
Vif-APOBEC3F blk = blocks the Vif interaction with APOBEC3F; 0.2% of 390,000 active; AID 602313; HeLa A3F-eYFP + Vif (tagged APOBEC3F with the HIV-1 protein that degrades it), YFP fluorescence increase; Potency, µM (top dose mostly 46.1 µM), without a hit: at the top dose activity, negative = active; further: potency means the concentration at half of the fitted maximal effect; % of control where 0% means no effect; nearly all actives have a fitted effect of over 65% in size
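Fluorescence increase (Ex 488/Em 500-530) after overnight compound treatment at 37 deg C flags inhibition of Vif-driven A3F-eYFP loss in stable HeLa A3F-eYFP/Vif cells seeded overnight beforehand.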
Glioma ERSR ind = ER stress response induction in glioma; 0.02% of 420,000 active; Potency, µM, for the others: at the highest dose activation, usual class: activators; AID 602332; U87-MG GRP78 promoter luciferase reporter, 16 h; further: potency means the concentration at half of the fitted maximal effect; series mostly up to about 76 µM; % of control where 0% means no effect; nearly all actives have a fitted effect of over 35% in size
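Stably transfected U87-MG human glioma cells carrying a GRP78-based luminescent sensor were seeded at 1000 cells/well, pin-dosed with compounds and incubated 16 h. Luciferase reagent was then added, and end-point luminescence was read after 10 min at room temperature.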
LDHA block = LDHA (human) enzyme inhibition. P00338. 0.15% of 480,000 active. purified LDHA, NADH/diaphorase-resazurin fluorescence; hits give low values. activity change, % (values are at about 110 or 230 µM); in the data active means activity change below about -30%; inconclusive means mostly about -25% to -30%;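 further: plate controls were DMSO wells for no effect and wells without enzyme for full effect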
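LDH5 2 nM; NADH 0.06 mM, pyruvate 0.2 mM; 200 mM Tris pH 7.4, EDTA, Tween-20; 5 min RT. Detection: diaphorase 0.133 mg/mL + resazurin 37 µM, fluorescence ex540/em590 at 0 and 20 min; normalized to enzyme-free and DMSO wells.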
USP1-UAF1 inh = blocks the human USP1/UAF1 deubiquitinase complex; O94782; recombinant USP1/UAF1, Ub-Rhodamine cleavage fluorescence; Potency, µM (highest dose often 57.1 µM), without a hit: at the top dose activity change, negative = inhibition, usual class: inhibitors; 0.23% of 390,000 active; further: potency means the concentration at half of the fitted maximal effect; on the % scale 0 is the no-effect control and ±100 the full control effect; nearly all actives have a fitted effect of over 60% in size; inactives centre near -12
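USP1/UAF1 complex at 1 nM was preincubated with compound for 15 min at room temperature, then Ub-Rho substrate (150nM final) was added. Fluorescence (480/540 nm) was read kinetically, 6 reads every 60 seconds.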
TrxR1 substrate = substrates of rat thioredoxin reductase 1 | Potency, µM (highest dose often 114 µM), for inactives: at the highest dose activity change, negative = substrate turnover | AID 588456 | 0.01% of 390,000 active | purified TrxR1 substrate turnover, NADPH consumption readout; further: potency means the concentration at half of the fitted maximal effect; on the % scale 0 is the no-effect control and ±100 the full control effect; nearly all actives have a fitted effect of over 50% in size
Target sequence (O89049 whole entry, looked up): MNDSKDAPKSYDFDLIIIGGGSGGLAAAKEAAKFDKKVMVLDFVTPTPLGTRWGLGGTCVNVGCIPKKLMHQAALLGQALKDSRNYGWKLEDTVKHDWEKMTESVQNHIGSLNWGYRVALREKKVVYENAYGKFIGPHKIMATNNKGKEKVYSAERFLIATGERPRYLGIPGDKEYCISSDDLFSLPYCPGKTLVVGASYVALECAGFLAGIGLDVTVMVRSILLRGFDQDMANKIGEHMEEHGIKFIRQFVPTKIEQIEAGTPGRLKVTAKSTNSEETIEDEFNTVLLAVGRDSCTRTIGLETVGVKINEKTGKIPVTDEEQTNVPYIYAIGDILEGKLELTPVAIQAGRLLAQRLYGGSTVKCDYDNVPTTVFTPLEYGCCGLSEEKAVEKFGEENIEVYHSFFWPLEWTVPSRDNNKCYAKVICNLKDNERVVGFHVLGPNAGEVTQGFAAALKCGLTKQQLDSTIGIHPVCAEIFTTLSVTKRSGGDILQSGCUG
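Rat TrxR1, dispensed at 90 nM, was prereduced with 400 uM NADPH (final) for 5 min at ~22 deg C, then incubated with compound 15 min before 400 uM selenite. A first-read NADPH fluorescence drop versus no-compound background flagged substrates.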
Vif-APOBEC3G blk = Vif-A3G binding inhibition. 0.076% of 410,000 active. Potency, µM (titrated, usually from 46.1 µM), without a hit: at the highest dose activity, negative = active, hits mostly inhibitors. AID 602310. Q9HC16. HeLa A3G-eYFP + Vif (tagged APOBEC3G with the HIV-1 protein that degrades it), YFP fluorescence, overnight;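 further: potency means the concentration at half of the fitted maximal effect; on the % scale 0 is the no-effect control and ±100 the full control effect; nearly all actives have a fitted effect of over 60% in size; hits raise eYFP signal because A3G escapes Vif-driven loss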
Target sequence (Q9HC16 whole entry, looked up): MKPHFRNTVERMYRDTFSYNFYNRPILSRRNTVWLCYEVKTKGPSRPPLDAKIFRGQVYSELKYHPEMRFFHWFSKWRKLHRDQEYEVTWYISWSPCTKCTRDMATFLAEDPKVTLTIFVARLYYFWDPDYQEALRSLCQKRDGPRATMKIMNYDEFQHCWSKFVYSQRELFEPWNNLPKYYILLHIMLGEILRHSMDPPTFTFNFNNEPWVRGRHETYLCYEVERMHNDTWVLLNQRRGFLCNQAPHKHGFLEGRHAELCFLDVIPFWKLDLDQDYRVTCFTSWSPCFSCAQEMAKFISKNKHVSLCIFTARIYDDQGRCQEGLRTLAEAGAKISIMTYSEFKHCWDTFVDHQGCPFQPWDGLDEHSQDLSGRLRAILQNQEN
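Read-out is eYFP fluorescence (Ex 488/Em 500-530) from Vif-expressing HeLa A3G-eYFP cells; more signal means A3G escaped Vif-mediated degradation. Cells plated overnight, compound pinned in, incubated overnight at 37 deg C.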
* hit, by the source's call; ? = inconclusive; . = not tested or not shown; & = joins results of further samples; [ ] = dose if it differs, or a comment. Unless noted, the call rests on the fitted dose curve; in most records, active means well fitted curve in the direction sought with a large enough effect; inconclusive means small, poorly fitted or top-dose-only effect, or another doubt; inactive means no such curve, though single readings can be large; an effect the other way counts as inactive or inconclusive. An excerpt, so the mix of outcomes need not match the whole.

SMILES | IDH1 R132H inh | PI4K2A inh | RXFP1 ag | Vif-APOBEC3F blk | Glioma ERSR ind | LDHA block | USP1-UAF1 inh | TrxR1 substrate | Vif-APOBEC3G blk
CC(=O)N1CCCc2cc(S(=O)(=O)N3CCN(C4CCCCC4)CC3)ccc21 | -2% | 0 | 0.3% | 0% | -3% | -9 | -7% | -9% | 0%
O=C1c2ccccc2C(Nc2ccc3c(c2)OCO3)N1Cc1ccc2c(c1)OCO2 (configuration not stated) | 20% | -1 | 3.6% | 1% | -2% | 11 | -19% | -9% | -3%
O=C(NC(CC(=O)N1CCN(c2ccccc2O)CC1)c1ccccc1)c1ccccc1Cl (configuration not stated) | 2% | -2 | 1.1% | -1% | -2% | 7 | 5% | 1% | -7%
CCCCN1C(=O)C(CC(=O)NCc2cccc3ccccc23)CC(C(=O)N(C)C)=C1C (configuration not stated) | -6% | -5 | . | 5% | -5% | 1 | -24% | . | -2%
CCN(CC)C(=S)Nc1cc(C(=O)OC)ccc1C(=O)OC | 6% | 4 | -0.2% | 20% | -5% | -6 | 0% | 17%[57.1 µM] | 0%
CN(C)/C=N/c1nc(-c2ccc3c(c2)OCO3)cs1 | -1% | 3 | 1.9% | 1% | 0% | -2 | -9% | -1% | 3%
CCN1C(=C2C(=O)c3ccccc3C2=O)C=Cc2ccccc21 | 7% | 25 | 6.5% | 7% | 6% | -17 | -21% | -7% | -1%
O=S(=O)(c1cccc(Br)c1)N1CCN(c2nc(-c3cccs3)nc3ccccc23)CC1 | . | . | . | . | -3% | -4 | . | -2% | -2%
CCOc1ccc(C(=O)Nc2cccc3nsnc23)cc1[N+](=O)[O-] | 2% | 15 | 3.3% | -9% | -8% | -15 | 13% | 3%[57.1 µM] | -2%
COc1ccccc1NC(=O)CC1C(=O)NCCN1C(=O)Nc1ccccc1 (configuration not stated) | 4% | 1 | 2.1% | -8% | -2% | -5 | 0% | -4% | 2%
COc1ccc(OC)c(N2C(=O)[C@@H]3C(c4ccccc4Cl)=NO[C@@H]3C2=O)c1 | 7% | -15 | -1.4% | -2% | -6% | 17 | -16% | -3%[57.1 µM] | -2%
COc1cccc(C#Cc2c(CO)[nH]c3ccccc23)c1 | -7% | -15 | 0.3% | -5% | 1% | 5 | -21% | -4%[57.1 µM] | -15%
COc1ccc(CCN(C)C(=O)c2ccc(S(=O)(=O)Nc3ccccc3F)cc2)cc1OC | -6% | 1 | . | -3% | -4% | -6 | -10% | 1% | -1%
CSCC[C@H](NC(=O)[C@@H]1CSC2c3ccccc3C(=O)N21)C(=O)NCc1ccco1 (some centres not stated) | 5% | 4 | 2.5% | -12% | -3% | -1 | -22% | 0% | -2%
Cc1ccc(NC(=O)Nc2ccc([N+](=O)[O-])cc2)nc1 | 3% | -2 | 0.6% | 4% | 0% | -11 | -12% | 9%[57.1 µM] | -1%
O=C(c1cc(-c2ccc(Cl)cc2)n(-c2cc(Cl)ccc2Cl)n1)N1CCOCC1 | 14% | 9 | 0.4% | -3% | 1% | 0 | 1% | -5% | -7%
Cc1ccc(CN2CCN(CC(=O)N/N=C/c3c[nH]c4ccccc34)CC2)cc1 | 4% | 6 | 1.0% | -1% | -1% | -1 | 1% | 11%[57.1 µM] | 2%
Cc1ccccc1NC(=O)COC(=O)[C@@H]1CCCN1C(=O)c1cccs1 | 7% | 4 | . | 3% | -2% | -10 | 1% | 4% | 5%
Oc1c(C(c2cccs2)N2CCOCC2)sc2ncnn12 (configuration not stated) | 3% | -4 | 0.2% | 0% | -1% | -5 | -18% | 9%[57.1 µM] | 0%
CCSc1ccc(C(=O)Nc2ccc(Br)cn2)cc1[N+](=O)[O-] | -1% | -4 | -0.4% | 2% | -1% | -4 | -17% | 6%[0.0914 µM] | -2%
C=CCOc1c(Br)cc(CNc2ccc(NC(=O)CCC)cc2)cc1OCC | 2% | 5 | 1.4% | . | -7% | 5 | -23% | -8% | -1%
COc1ccccc1N1CCN(C(=O)c2n[nH]c3ccccc23)CC1 | 2% | 5 | 2.7% | 8% | -1% | -3 | -17% | 4% | 2%
COc1ccc2c(c1)C=C(CN1CCN(C3CCCC3)C(CCO)C1)CO2 (configuration not stated) | 0% | -4 | 1.5% | 0% | 3% | 0 | -7% | -1%[57.1 µM] | 0%
CCOc1c2ccc(C(=O)NCc3cc(C(F)(F)F)cc(C(F)(F)F)c3)cc2nn1CCOC | 6% | -2 | 2.8% | 5% | -3% | 1 | -9% | 53%[activator] | -6%

Looked up above.
C=CCOc1c(Br)cc(CNc2ccc(NC(=O)CCC)cc2)cc1OCC | IDH1 R132H inh = 2%
Cc1ccccc1NC(=O)COC(=O)[C@@H]1CCCN1C(=O)c1cccs1 | IDH1 R132H inh = 7%

Continuation:
SMILES | IDH1 R132H inh | PI4K2A inh | RXFP1 ag | Vif-APOBEC3F blk | Glioma ERSR ind | LDHA block | USP1-UAF1 inh | TrxR1 substrate | Vif-APOBEC3G blk
COc1ccc2cc(C(=O)NCCO)sc(=O)c2c1OC | 1% | -2 | 0.0% | -16% | -4% | 3 | -18% | -3% | -9%
Cc1ccc(Cl)cc1N1CCN(S(=O)(=O)c2cn(C)c(C)n2)CC1 | -4% | 4 | 1.4% | -6% | -3% | -6 | -10% | -5%[57.1 µM] | -4%
COc1cc2c(cc1OC)C(COc1ccc(F)cc1)N(C(=O)Cc1ccccc1)CC2 (configuration not stated) | 1% | -5 | 0.7% | 1% | -3% | 1 | -25% | 2%[57.1 µM] | -4%
Cc1ccc(NC(=O)/C(CN(C)C)=N\O)cc1 | -7% | 1 | 1.0% | -6% | -2% | -5 | -20% | 6%[57.1 µM] | -2%
CC1Cn2c(nnc2-c2cccc(Cl)c2)S1 (configuration not stated) | -1% | -6 | 0.5% | -10% | -2% | -4 | -5% | 9%[57.1 µM] | -1%
CCN(CC)c1ncn(Cc2c(Cl)cccc2Cl)c2ncnc1-2 | -3% | -16 | 3.7% | -9% | -4% | 2 | 3% | -7%[57.1 µM] | -5%
Clc1ccc(-c2nc3ccc(Cl)cn3c2Cc2cccc(Cl)c2)cc1 | . | 3 | . | . | 1% | -5 | . | . | -5%
COc1ccc(NC(=O)CCc2nnc3ccc(N4CCC(C)CC4)nn23)cc1OC | -3% | -5 | 1.4% | -3% | -6% | -1 | -19% | 3% | 1%
CCCSc1nsc(NC(=O)c2cccnc2OCC)n1 | 2% | -5 | 1.4% | 2% | 4% | -4 | -4% | -1% | 1%
O=C(NNS(=O)(=O)c1ccc(F)cc1)c1cnn(-c2ccccc2)c1C(F)(F)F | -5% | -1 | 3.4% | -14% | -5% | 2 | -6% | -4% | 1%
O=C(O)CCC(=O)c1ccc2c(c1)OCCO2 | 2% | 2 | 0.0% | 1% | -3% | 3 | -25% | 2% | 3%
C1=CC2C3C=CC(C3)C2C1 (configuration not stated) | -8% | 3 | 4.2% | 7% | -4%&-3% | -6 | -22% | 3% | 0%
CCOc1cc(C2C(C(=O)OC)=CN(Cc3ccc(Cl)cc3)C=C2C(=O)OC)ccc1O | 1% | -2 | 1.7% | -15% | -2% | -5 | 1% | 3%[57.1 µM] | -24%
CCCC(C)NC(=O)c1ccc(F)cc1 (configuration not stated) | 1% | 2 | -3.6% | -3% | 0% | -6 | -10% | 7% | 1%
O=S(=O)(Nc1ccccn1)c1ccc(C2CCCCC2)cc1 | 0% | -5 | 0.0% | -17% | 0% | -11 | 9% | 9% | 3%
O=S(=O)(c1ccc2c(c1)OCCO2)N1CCN(Cc2ccccc2)CC1 | 7% | 1 | 1.2% | 4% | -3% | -3 | -24% | 13% | 1%
O=P1(O)Cc2ccccc2-c2ccccc21 | -3% | 5 | . | -3% | -4% | -6 | 6% | 0% | 0%
FC(F)Oc1ccc(/C=N/c2c(-c3ccc(OC(F)F)cc3)nc3n2CCS3)cc1 | -17% | -2 | 0.7% | . | 1% | -1 | -8% | -10% | 0%
N#Cc1ccccc1Sc1ccccc1C(=O)Nc1ccc(Br)cc1 | -2% | -7 | -4.8% | -3% | -9% | 1 | -20% | -4% | -2%
C[C@H](NC(=O)CC[C@H]1O[C@@H](n2ccc(=O)[nH]c2=O)[C@H](O)[C@@H]1O)c1cccc2ccccc12 | . | 1 | . | . | -2% | -1 | . | . | -1%
Cn1c(=O)c2c(nc(CN3CCOCC3)n2CCCc2ccccc2)n(C)c1=O | 3% | 5 | 5.6% | 1% | 4% | -2 | -14% | 5% | -1%
CCOc1ncccc1C(=O)OCc1ccc(C(=O)OC)o1 | 2% | 1 | -1.9% | . | -7% | -7 | -15% | 6%[2.29 µM] | -6%
CCCCCCOC(=O)Cc1c(C)nc(-c2ccccc2)[nH]c1=O | 15% | 2 | 0.1% | . | -4% | -9 | -25% | -1% | 0%
O=S(=O)(c1cccc2c(S(=O)(=O)N3CCCC3)cccc12)N1CCCC1 | 6% | -15 | 0.5% | 5% | -7% | 1 | -11% | -4% | 0%
O=[N+]([O-])c1c(NCCO)cc(Sc2nc3ccccc3s2)c2nonc12 | 9% | -15 | -1.9% | -8% | -15% | 19 | ? | 5%[57.1 µM] | ?
COc1ccc(-c2ncncc2-c2ccccc2)c(O)c1 | -10% | 1 | 0.0% | 3% | 0% | -2 | -25% | -3% | -1%
Fc1cccc(Cl)c1CSC1=NCCS1 | 0% | 2 | 2.4% | -17% | 6% | -2 | -17% | 0% | 2%
